D3 antag: D3 dopamine receptor (human) antagonism. P35462. D3R cells, DiscoveRx beta-arrestin luminescence, antagonist mode; hits give low values. actives 2.5% (n = 360,000). max response, negative = inhibition, %; in the data active = max response below about -50%; inconclusive = no clear call, values can overlap the other calls; note: % is set by controls: 0 for no effect and ±100 for the full control effect; mostly tested at two doses, the higher about 12 µM
Target sequence (P35462 whole entry, looked up): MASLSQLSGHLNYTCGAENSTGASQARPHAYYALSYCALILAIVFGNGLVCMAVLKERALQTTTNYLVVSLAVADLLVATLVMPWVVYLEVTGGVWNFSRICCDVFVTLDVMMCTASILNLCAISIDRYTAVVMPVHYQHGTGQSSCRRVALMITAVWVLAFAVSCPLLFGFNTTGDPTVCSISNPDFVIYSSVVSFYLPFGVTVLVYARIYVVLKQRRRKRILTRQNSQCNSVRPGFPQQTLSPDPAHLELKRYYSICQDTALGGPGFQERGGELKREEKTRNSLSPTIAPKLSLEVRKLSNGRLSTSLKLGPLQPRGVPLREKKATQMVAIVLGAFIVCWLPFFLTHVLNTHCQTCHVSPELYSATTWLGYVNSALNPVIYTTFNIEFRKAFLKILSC
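Cells expressing the human receptor were seeded at 1500 cells/well, incubated overnight at 37 degrees C in 5% CO2, then exposed to library compounds with dopamine controls for 90 minutes at 37 degrees C before luminescent detection.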
GLP1R ag: activates the human GLP-1 receptor | P43220 | Potency, µM (top dose mostly 45.6 µM), inactives show top-dose activation, hits mostly activators | actives 0.007% (n = 380,000) | HEK293 GLP-1R CRE-luciferase, luminescence, 4-6 h; cells express a hypersensitive GLP-1R form | AID 624172; note: potency is the fitted concentration of half-maximal effect; % of control where 0% means no effect
Target sequence (P43220 whole entry, looked up): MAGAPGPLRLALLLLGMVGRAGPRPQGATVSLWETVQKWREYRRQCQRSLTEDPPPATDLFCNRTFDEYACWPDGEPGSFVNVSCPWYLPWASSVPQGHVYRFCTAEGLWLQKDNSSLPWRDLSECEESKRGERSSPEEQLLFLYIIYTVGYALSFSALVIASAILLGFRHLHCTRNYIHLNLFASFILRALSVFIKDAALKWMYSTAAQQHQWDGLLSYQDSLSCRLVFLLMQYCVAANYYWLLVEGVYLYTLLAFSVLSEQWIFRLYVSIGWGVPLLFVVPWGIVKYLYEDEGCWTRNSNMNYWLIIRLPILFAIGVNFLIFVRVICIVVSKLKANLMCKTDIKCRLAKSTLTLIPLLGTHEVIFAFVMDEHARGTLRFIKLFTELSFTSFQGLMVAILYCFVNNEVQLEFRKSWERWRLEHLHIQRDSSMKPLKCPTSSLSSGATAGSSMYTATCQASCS
GLP-1R inv ag: acts as inverse agonist at human GLP-1 receptor; AID 624417; Potency, µM (doses to about 38.3 µM), for the others: at the highest dose activity change, negative = inhibition, hits mostly inhibitors; actives 1.6% (n = 410,000); P43220; HEK293 GLP-1R CRE-luciferase, luminescence, 24 h; GLP-1R form is constitutively active; note: potency is the fitted concentration of half-maximal effect; % is set by controls: 0 for no effect and ±100 for the full control effect; nearly all actives have a fitted effect of over 55% in size
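Cells are plated, allowed 12 hours at 37 deg C, then treated with compounds for 24 hr before luciferase detection reagent is added and luminescence is read after 12 min at room temperature. The HEK293 line carries constitutively active GLP-1R with a cAMP-responsive reporter.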
HEK293 tox: cytotoxicity in counter-screen for GLP-1R inverse agonists. HEK293 cAMP-luciferase reporter cells, luminescence, 24 h. Potency, µM (titrated, usually from 38.3 µM), without a hit: top-dose activity change, negative = inhibition, actives largely listed as inhibitors. actives 0.13% (n = 410,000). AID 624418;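 note: loss of luciferase light is scored as toxicity; potency is the fitted concentration of half-maximal effect; % is set by controls: 0 for no effect and ±100 for the full control effect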
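A 23 nL compound transfer followed 12 hours of cell culture at 37 deg C; exposure then lasted 24 hr. Luciferase assay detection reagent was dispensed and plates read for luminescence after a 12 min room-temperature wait.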
PLK1 PBD block: PLK1 (human) polo-box domain binding inhibition | AID 720504 | Plk1 PBD binding of FITC phosphopeptide, fluorescence polarization | Potency, µM, without a hit: max response, negative = inhibition, actives largely listed as inhibitors | actives 2.8% (n = 360,000); note: potency is the fitted concentration of half-maximal effect; series mostly up to about 57 µM; % is set by controls: 0 for no effect and ±100 for the full control effect; nearly all actives have a fitted effect of over 65% in size
WRN helicase inh: inhibitors of human WRN helicase | WRN helicase unwinding, fluorescent forked duplex, kinetic | Q14191 | Potency, µM (highest dose often 114 µM), without a hit: at the top dose activity change, negative = inhibition, usual class: inhibitors | actives 0.46% (n = 360,000); note: potency is the fitted concentration of half-maximal effect; % is set by controls: 0 for no effect and ±100 for the full control effect; nearly all actives have a fitted effect of over 55% in size
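Fluorescence dequenching readout, ex 525 nm/em 598 nm, kinetic mode: forked duplex DNA (100 nM final) with adjacent fluorophore and quencher unwound by WRN (20 nM final) with 2 mM ATP. Compound preincubation 15 min, room temperature.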
IL2 activator: activates IL-2 in a cell-based reporter assay; AID 652025; IL-2 activation reporter assay, cell-based qHTS; stimulated with anti-CD3/CD4/CD28 beads; in transgenic mouse T cells; actives 0.065% (n = 360,000); activation, % (series mostly up to about 46 µM); in the data active = activation above about 50%; inconclusive = mostly about 30% to 49%; note: 0% is about no effect
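Quantitative HTS in unstimulated transgenic mouse T cells, with memory T cells as non-tolerant control and PMA/ionomycin as tolerance-bypass control. Compound pretreatment lasted 60 minutes before 18 h bead stimulation; EGFP/DsRed fluorescence read.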
PI5P4Ka inh: inhibitors of human PI5P4K alpha | P48426 | max response, % | actives 1.2% (n = 330,000) | PI5P4Kalpha enzyme, ADP-Glo luminescence, 60 min; hits give low values; active = max response of -50% or lower; inconclusive = between -30% and -50%; inactive = -30% or higher; note: value at the top dose of about 77 µM; % is set by controls: 0 for no effect and ±100 for the full control effect
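Reactions run in 0.038 M HEPES pH 7.4, 0.28 mM EGTA, 0.1% CHAPS and 5% DMSO, with PI5P4Kalpha, substrate, compound and 5 microM ATP final, one hour at room temperature. Readout is ADP-Glo luminescence.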
DRD3 agonist: D3 dopamine receptor (human) agonism; P35462; D3R DiscoveRx beta-arrestin cells, luminescence, 90 min; max activation, %; actives 0.58% (n = 410,000); AID 652048; in the data active = max activation above about 30%; note: 0% is about no effect; mostly tested at two doses, the higher about 12 µM
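Cells at 1500/well, incubated overnight, then treated with pinned compounds (dopamine as control) for 90 min at 37 degrees C. DiscoveRx reagent added for 30 - 60 minutes at room temperature; luminescence read.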
Starred values were filed as active, the others as inactive; ? = inconclusive; nt = not tested or not shown; [ ] = another dose, or the depositor's remark. Unless noted, calls come from the whole dose curve; as a rule, active = well fitted curve in the direction sought with a large enough effect; inconclusive = small, poorly fitted or top-dose-only effect, or another doubt; inactive = no such curve, though single readings can be large; an effect the other way counts as inactive or inconclusive.

Each structure is followed by: D3 antag, GLP1R ag, GLP-1R inv ag, HEK293 tox, PLK1 PBD block, WRN helicase inh, IL2 activator, PI5P4Ka inh, DRD3 agonist
[1] COC(=O)c1cc2c(s1)CS(=O)C2 (configuration not stated)
→ -16, -3%, 10%, 22%, -19%, 5%, 3.2, -1, 1
[2] CCc1nc(N[C@H](C(=O)O)C(C)C)c2oc3ccccc3c2n1
→ -5, 2%, -3%, -1%, -11%, 1%, -0.7, 1, -13
[3] COc1ccc(CCNC(=O)CN(c2cc([N+](=O)[O-])ccc2OC)S(C)(=O)=O)cc1
→ -9, 3%, 4%, 15%, -21%, -30%, 1.2, 2, -1
[4] CCOCCCNC(=O)C(NC(=O)Cc1cccs1)c1ccc(C)cc1 (configuration not stated)
→ -25, 0%, -9%, 10%, -3%, -4%, 1.5, -3, -2
[5] CCCCNC(=O)[C@@H]1CC=C[C@@H]2CCN(C3CC3)C(=O)[C@@H]21
→ 1, 3%, -17%, -27%, -15%, -1%, -0.8, -2, 3
[6] CCOC(=O)c1c(N)sc(C(=O)N2CCOCC2)c1C
→ -12, -5%, 1%, -4%, -9%, 0%, 0.9, nt, 10
[7] Cc1ccc(CNC(=O)c2ccc(N3CCC4(CC3)CC(c3cccc(Br)c3)=NO4)c(NC(=O)c3ccc(Cl)c([N+](=O)[O-])c3)c2)cc1
→ 13, -5%, 21%, -30%, -7%, 0%, 0.5, 0, 5
[8] CCS(=O)(=O)N1CCC(C(=O)NC2CCCCC2)CC1
→ -7, -2%, 4%, 4%, -11%, -2%, -3.5, nt, -1
[9] Cc1cc(=O)c(C(=O)O)nn1-c1ccccc1C(F)(F)F
→ 9, -3%, 5%, 11%, 0%, -1%, -1.4, 4, -5
[10] Cc1ccc(NC(=O)CCc2nnc3ccc(N4CCOCC4)nn23)cc1C
→ -9, 6%, 30%, -3%, -13%, -1%, -1.2, 1, -9
[11] Cc1cccc(NC(=O)c2ccc(C(=O)Nc3cccc(C)c3)nc2)c1
→ -5, -4%, 14%, ?, -8%, -12%, -3.7, -5, -4
[12] COc1ccc(Br)cc1CNC(=O)C1CCC(=O)N1C(C)C (configuration not stated)
→ -6, -4%, 11%, 1%, 4%, 2%, 0.2, -2, -5
[13] CC(=O)Nc1sc(C)c(C)c1C(=O)OC1CCOC1=O (configuration not stated)
→ 0, 0%, 2%, 2%, -19%, 10%, -0.5, -4, 4
[14] Nc1nc(CN2CCN(c3ccccc3)CC2)nc(N2CCCc3ccccc32)n1
→ ?, 7%, 8%, -20%, -5%, 7%, -2.9, nt, 6
[15] O=C(NCc1ccccc1Cl)C1CCN(C(=O)c2ccco2)CC1
→ 10, 1%, 4%, 1%, -6%, 13%, -0.1, 3, -5
[16] Cc1ccccc1NC(=O)/C(=C/c1ccccc1)c1ccccc1
→ 2, 4%, ?, 1%, -2%, 0%, 0.2, 21, 3
[17] CC1CCCN(CC(O)COCc2ccccc2)C1 (configuration not stated)
→ 0, -3%, -6%, 7%, -8%, -4%, 0.2, 9, -12
[18] Cc1cc(C(F)F)n2nc(C(=O)Nc3sc4c(c3C#N)CCC(C)C4)nc2n1 (configuration not stated)
→ ?, -4%, 0%, -26%, ?, -7%, 2.3, -23, -6
[19] CCC(CC)C(=O)c1c[nH]c(C(=O)NCc2ccccn2)c1
→ 5, 4%, 13%, 2%, 1%, -11%, -1.1, 2, 6
[20] CC(C(=O)O/N=C(\N)c1cccnc1)c1ccc([N+](=O)[O-])cc1 (configuration not stated)
→ -30, 7%, -3%, -4%, -15%, -7%, -0.7, 3, -21
[21] CCOC(=O)c1c(C)[nH]c(C)c1C(=O)CSc1nc(N)cc(=O)[nH]1
→ 16, -2%, 3%, 4%, -1%, 0%, 0.1, nt, -6
[22] CCn1c(/C=N/c2nc3ccccc3n2C)nc2ccccc21
→ 3, 0%, 11%, -1%, ?, -9%, -2.1, nt, 2
[23] CCC1=C([N+](=O)[O-])C(c2ccc3c(c2)OCO3)NC(=O)N1 (configuration not stated)
→ 15, 0%, 7%, 3%, -11%, -5%, -0.4, -8, 2
[24] O=C(O)CCCc1ccc2c(c1)CCc1ccccc1-2
→ ?, 11%, -7%, -1%, -12%, -4%, -0.3, 9, -2
[25] C[C@H](CO)N1C[C@H](C)[C@@H](CN(C)C(=O)NC2CCCCC2)Oc2ccc(NC(=O)Nc3ccccc3)cc2C1=O
→ -21, 2%, 14%, -8%, -2%, 0%, -0.3, -7, -18
[26] CC(=O)C1N=NCC1c1ccccc1 (configuration not stated)
→ 7, 4%, ?, 0%, 5%, -5%, -0.4, 0, 4
[27] Cc1ccc(-c2csc(NC(=O)c3cccc(C)c3)c2C(=O)O)cc1
→ 12, -3%, ?, -25%, ?, ?, -0.8, ?, 2
[28] O=[N+]([O-])c1ccc(S(=O)(=O)N2CCN(c3ccnc4cc(Cl)ccc34)CC2)cc1
→ -11, -4%, 12%, -10%, -9%, 5%, -4.0, 2, 1
[29] O=C(CCCN1C(=O)c2ccccc2C1=O)Nc1c(C(=O)C2CC2)oc2ccccc12
→ 44, -5%, 24%, 3%, -9%, 0%, -0.4, 1, -1
[30] Cc1ccc(S(=O)(=O)N2CCC(C(=O)NC3CC(C)(C)NC(C)(C)C3)CC2)cc1C
→ -5, 0%, ?, -9%, -1%, -18%, -4.5, 3, 1
[31] O=C(NC(=S)Nc1ccc(CN2CCCCC2)cc1)c1cccc(OCc2ccccc2)c1
→ ?, 13%, -81%, -103%, -9%, -4%, -6.1, 2, -13
[32] CC1CCC2(CC1)N=C(N)Nc1nc3ccccc3n12 (configuration not stated)
→ -2, 0%, 7%, 0%, -3%, -16%, -2.6, 2, 1
[33] COc1ccc(CCN(Cc2cccs2)S(=O)(=O)c2ccc(S(=O)(=O)N3CCCCCC3)cc2)cc1OC
→ 2, 0%, 12%, -16%, -5%, 8%, 0.5, -4, -2
[34] CC(=O)OCCn1c(=O)c2cc3c(=O)n(CCOC(C)=O)c(=O)c3cc2c1=O
→ 9, -8%, 22%, -1%, 12µM*, 4%, 0.2, -17, 5
[35] CC(C(=O)O)N1C(=O)/C(=C/c2cccn2C)SC1=S (configuration not stated)
→ -13, -10%, 0%, -24%, 41%[activator], -12%, 0.2, -1, -2
[36] Cc1ccc2nc(C)c(C)nc2c1N
→ -11, 6%, 4%, 3%, -1%, -14%[57.1 µM], 1.4, 2, 1
[37] Cc1ccc(NC(=O)Nc2ccc3c(c2)nc(C)n3C)cc1
→ -5, 0%, ?, -18%, -6%, 0%, -1.1, -6, -12
[38] CC(C)(C)NC(=O)C(=O)NC(=O)c1c(F)cccc1Cl
→ -9, 4%, -5%, 8%, -5%, 2%, -0.6, 0, -6
[39] CC(NC(=O)c1ccc(S(=O)(=O)Nc2ccccc2Cl)cc1)c1ccncc1 (configuration not stated)
→ -3, 12%, -18%, -7%, -1%, -5%, -0.2, 0, 6
[40] CCc1cc(=O)oc2c(C)c(OCC(=O)N3CCCc4ccccc43)ccc12
→ 11, 7%, ?, -13%, -20%, 8%, 0.1, 4, 0
[41] CCN(CC)c1ncnc2c1ncn2[C@H]1CN(Cc2ccco2)C[C@@H](CO)O1
→ 14, 0%, 9%, -9%, -3%, 2%, -0.9, 1, 5
[42] CCOC(=O)C1CCCN(C(=O)CCCOc2cc(=O)n(C)c3ccccc23)C1 (configuration not stated)
→ 25, 3%, 0%, -17%, 0%, 5%, 1.5, -1, -2
[43] Cc1c(C(=O)OCC2CCCO2)[nH]c2c1C(=O)CC(c1ccc(N(C)C)cc1)C2 (configuration not stated)
→ -4, 8%, ?, -10%, -9%, 1%, -2.7, -3, 0
[44] O=C(Nc1ccccc1N1CCCC1)c1cc2ccccc2o1
→ -4, 1%, ?, 1%, -10%, -7%, -0.3, 14, -7
[45] Cc1cc(C)c(S(=O)(=O)NCc2cn3ccccc3n2)c(C)c1
→ -11, -4%, 0%, 2%, -14%, 0%, -0.4, -8, 1
[46] COc1cccc(C2C(C(N)=O)=C(C)Nc3nc(-c4ccccc4Cl)nn32)c1 (configuration not stated)
→ 3, 2%, 10%, -3%, 2%, -4%, -1.9, 5, 4
[47] Cc1cccc(C(=O)Nc2cccc(OC(=O)c3cccc(C)c3)c2)c1
→ 1, -10%, ?, -16%, -3%, -6%, -0.4, 21, 5
[48] O=C(Nc1ccc(Nc2ccccc2)cc1)c1ccc(Br)o1
→ -5, 0%, ?, -7%, -8%, -15%, 6.9, -1, -5
[49] CN(C)c1ccnc(NCc2ccccc2)c1C#N
→ 7, 8%, 19%, -11%, 3%, -2%, 0.1, 12, -3
[50] CCOC(=O)Cc1cc(=O)c2c(=O)n(-c3ccccc3)[nH]c2[nH]1
→ -21, 1%, 6%, 3%, -2%, -7%[57.1 µM], 3.1, -25, 7

(further entries)
Each structure is followed by: D3 antag, GLP1R ag, GLP-1R inv ag, HEK293 tox, PLK1 PBD block, WRN helicase inh, IL2 activator, PI5P4Ka inh, DRD3 agonist
[51] O=C(Nc1ccc(F)cc1)N1CCN(c2ncccn2)CC1
→ -6, 3%, 2%, 6%, -17%, 4%, -1.8, -1, -3
[52] Cc1ccc(S(=O)(=O)CCC(=O)OCC(=O)N(C)c2ccccc2)cc1
→ 8, 6%, -9%, -7%, 3%, 4%, 2.9, 1, -3
[53] CC(NC(=O)Cc1ccc(-c2ccccc2)cc1)c1ccccc1 (configuration not stated)
→ -2, 2%, ?, -11%, 27µM*, 0%, -0.2, -15, 0
[54] Cc1cccc(N(C(=O)CCC(=O)Nc2ccccn2)C(C(=O)NC(C)C)c2ccc(F)cc2)c1 (configuration not stated)
→ -14, 12%, 3%, -1%, -9%, 20%, 1.3, 3, -7

2 records picked at random from those above, as already listed:
Each structure is followed by: D3 antag, GLP1R ag, GLP-1R inv ag, HEK293 tox, PLK1 PBD block, WRN helicase inh, IL2 activator, PI5P4Ka inh, DRD3 agonist
[54] Cc1cccc(N(C(=O)CCC(=O)Nc2ccccn2)C(C(=O)NC(C)C)c2ccc(F)cc2)c1 (configuration not stated)
→ -14, 12%, 3%, -1%, -9%, 20%, 1.3, 3, -7
[52] Cc1ccc(S(=O)(=O)CCC(=O)OCC(=O)N(C)c2ccccc2)cc1
→ 8, 6%, -9%, -7%, 3%, 4%, 2.9, 1, -3

Screens as filed in PubChem BioAssay.
